From PubChem
ZTA DNA inh: counter-screen for EBNA-1 inhibitors: inhibitors of Epstein-Barr virus ZTA. 320,000 tested, 0.15% active. P03206. ZTA-DNA binding, fluorescence polarization. inhibition, % at 11 µM. AID 2234; in the data active = inhibition above about 33%
EBNA-1 inhibitor: blocks EBNA-1 binding to DNA; EBNA-1 DNA binding, fluorescence polarization; inhibition, % at 14.8 µM; 300,000 tested, 0.34% active; AID 1950; in the data active = inhibition above about 28%
pPAFAH FP inh: inhibitors of human plasma PAF acetylhydrolase (pPAFAH). Q13093. inhibition, % at 3.39 µM. recombinant pPAFAH, FP-rhodamine probe fluorescence polarization. AID 463082. 330,000 tested, 1.5% active;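 active = inhibition above the mean inhibition across the screen plus 3 SD, cut at about 25% in these data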;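 also: inhibitors block binding of the rhodamine activity-based probe so polarization drops; 0% = enzyme with DMSO and 100% = wells lacking pPAFAH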
LYPLA1 inh: LYPLA1 (human) inhibition in PME1 counter-screen. O75608. recombinant LYPLA1, FP-Rh probe fluorescence polarization. inhibition, % at 5.9 µM. 320,000 tested, 0.16% active;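 active = inhibition above the mean of all tested compounds plus 3 SD, set per campaign, cut at about 14% in these data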;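 also: inhibitors block serine hydrolase probe labeling of LYPLA1 so polarization falls; 0% = enzyme with DMSO and 100% = wells lacking LYPLA1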
PAFAH1B3 inh: PAFAH1B3 (human) inhibition. inhibition, % at 3.39 µM. 340,000 tested, 0.28% active. Q15102. recombinant PAFAH1B3, FP-rhodamine probe, fluorescence polarization;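 active = inhibition above the screen-wide average of all tested compounds plus 3 SD, cut at about 25% in these data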;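 also: 0% = enzyme with DMSO only and 100% = wells lacking PAFAH1B3 protein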
PAFAH1B2 inh: inhibitors of human PAFAH1B2; recombinant PAFAH1B2, FP-rhodamine activity probe, fluorescence polarization; inhibition, % at 3.39 µM; 340,000 tested, 1.2% active; AID 492953;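 active = inhibition above the mean of all tested compounds plus 3 SD, cut at about 24% in these data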;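 also: 0% = enzyme with DMSO and 100% = wells lacking PAFAH1B2; many of its hits are not listed in these tables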
Target sequence (P68402 whole entry, looked up): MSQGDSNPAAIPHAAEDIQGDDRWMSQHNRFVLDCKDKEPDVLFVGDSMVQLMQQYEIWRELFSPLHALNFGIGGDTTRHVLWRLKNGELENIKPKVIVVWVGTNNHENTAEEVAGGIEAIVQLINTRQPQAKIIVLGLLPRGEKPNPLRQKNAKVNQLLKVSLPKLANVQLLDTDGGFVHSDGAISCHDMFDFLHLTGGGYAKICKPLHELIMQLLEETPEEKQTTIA
PREPL inh: inhibits the human prolyl oligopeptidase-like enzyme; recombinant PREPL, fluorescence polarization activity-based probe; 320,000 tested, 0.68% active; Q4J6C6; inhibition, % at 5.96 µM; in the data active = inhibition above about 43%;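 also: 0% = enzyme with DMSO and 100% = wells lacking enzyme; many of its hits are not listed in these tables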
Target sequence (Q4J6C6 whole entry, looked up): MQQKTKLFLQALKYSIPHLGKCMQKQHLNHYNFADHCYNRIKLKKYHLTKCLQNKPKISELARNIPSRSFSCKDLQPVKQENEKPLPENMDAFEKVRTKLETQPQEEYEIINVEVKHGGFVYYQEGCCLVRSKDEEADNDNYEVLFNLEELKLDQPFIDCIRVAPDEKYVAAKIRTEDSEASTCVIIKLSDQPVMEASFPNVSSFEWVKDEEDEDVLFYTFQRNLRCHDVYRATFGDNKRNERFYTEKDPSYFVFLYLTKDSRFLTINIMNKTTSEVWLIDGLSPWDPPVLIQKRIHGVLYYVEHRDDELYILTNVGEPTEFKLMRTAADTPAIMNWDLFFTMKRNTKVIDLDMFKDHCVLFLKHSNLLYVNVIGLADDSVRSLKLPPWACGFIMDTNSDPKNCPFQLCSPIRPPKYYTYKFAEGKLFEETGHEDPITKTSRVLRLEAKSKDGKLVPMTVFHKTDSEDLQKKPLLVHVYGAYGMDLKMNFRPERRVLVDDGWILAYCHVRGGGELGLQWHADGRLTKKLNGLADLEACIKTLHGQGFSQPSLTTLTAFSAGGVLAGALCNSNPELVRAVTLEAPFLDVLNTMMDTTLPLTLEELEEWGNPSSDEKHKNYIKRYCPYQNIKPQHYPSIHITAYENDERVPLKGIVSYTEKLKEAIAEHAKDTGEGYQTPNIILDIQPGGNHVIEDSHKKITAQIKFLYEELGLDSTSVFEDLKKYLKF
PAFAH2 FP inh: PAFAH2 (human) inhibition; Q99487; recombinant PAFAH2, FP-rhodamine activity probe, fluorescence polarization; inhibition, % at 3.39 µM; 340,000 tested, 0.99% active; AID 492956;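 active = inhibition above the mean over all tested compounds plus 3 SD, cut at about 30% in these data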;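 also: inhibitors block probe labeling of enzyme so polarization drops; 0% = enzyme with DMSO and 100% = wells lacking PAFAH2 protein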
LYPLA2 inh: blocks human lysophospholipase 2, a PME1 counter-screen. O95372. recombinant LYPLA2, FP-Rh probe fluorescence polarization. inhibition, % at 5.9 µM. 320,000 tested, 0.38% active. AID 2177;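 active = inhibition above the screen-wide mean plus 3 SD, limit set per campaign, cut at about 26% in these data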;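 also: 0% = LYPLA2 with DMSO and 100% = wells lacking LYPLA2 enzyme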
An asterisk follows results filed as active. A portion of the library; rates above refer to the full screens.

Results for CN(Cc1ccccc1)C(=O)COC(=O)C1=NNC(=O)CC1 ?
ZTA DNA inh: -5; EBNA-1 inhibitor: -2; pPAFAH FP inh: 4; LYPLA1 inh: 6; PAFAH1B3 inh: 11; PAFAH1B2 inh: 3; PREPL inh: -1; PAFAH2 FP inh: 0; LYPLA2 inh: -5

How did COc1cccc(/C=N/NC(=O)CCC(=O)Nc2ccc(Br)cc2)c1 do in these assays?
ZTA DNA inh: 5; EBNA-1 inhibitor: -1; pPAFAH FP inh: -5; LYPLA1 inh: -6; PAFAH1B3 inh: 3; PAFAH1B2 inh: 1; PREPL inh: 2; PAFAH2 FP inh: -14; LYPLA2 inh: -19

What do the screens show for `CCc1ccc2oc(=O)cc(CN3CCN(c4ccc(F)cc4)CC3)c2c1`?
ZTA DNA inh: 22; EBNA-1 inhibitor: 10; pPAFAH FP inh: 0; LYPLA1 inh: -7; PAFAH1B3 inh: 5; PAFAH1B2 inh: 1; PREPL inh: 1; PAFAH2 FP inh: 8; LYPLA2 inh: -1

Results for Cc1[nH]c(=O)[nH]c(=O)c1CSc1nnc([C@@H](NC(=O)OC(C)(C)C)C(C)C)o1 ?
ZTA DNA inh: -4; EBNA-1 inhibitor: -3; pPAFAH FP inh: 3; LYPLA1 inh: -1; PAFAH1B3 inh: 6; PAFAH1B2 inh: -5; PREPL inh: 19; PAFAH2 FP inh: 3; LYPLA2 inh: 7

Results for COc1ccc(CCNC(=O)CN(c2cccc([N+](=O)[O-])c2)S(C)(=O)=O)cc1 ?
ZTA DNA inh: -11; EBNA-1 inhibitor: -4; pPAFAH FP inh: 0; LYPLA1 inh: -1; PAFAH1B3 inh: 9; PAFAH1B2 inh: -7; PREPL inh: 3; PAFAH2 FP inh: 2; LYPLA2 inh: 1

How did CC(Oc1ccccc1)C(=O)OCC(=O)N1CC(=O)Nc2ccccc21 (centres undefined) do in these assays?
ZTA DNA inh: 3; EBNA-1 inhibitor: 7; pPAFAH FP inh: 1; LYPLA1 inh: -3; PAFAH1B3 inh: -5; PAFAH1B2 inh: 9; PREPL inh: -16; PAFAH2 FP inh: 7; LYPLA2 inh: -8

Results for O=C(NCc1ccccn1)C12CC3CC(CC(C3)C1)C2 ?
ZTA DNA inh: 1; EBNA-1 inhibitor: 5; pPAFAH FP inh: 6; LYPLA1 inh: -2; PAFAH1B3 inh: -1; PAFAH1B2 inh: 10; PREPL inh: 1; PAFAH2 FP inh: 4; LYPLA2 inh: 1

How did O=[N+]([O-])c1ccc(S(=O)(=O)Nc2cccc(-c3ccc(N4CCCC4)nn3)c2)cc1 do in these assays?
ZTA DNA inh: -17; EBNA-1 inhibitor: 1; pPAFAH FP inh: 10; LYPLA1 inh: 5; PAFAH1B3 inh: 1; PAFAH1B2 inh: 9; PREPL inh: 12; PAFAH2 FP inh: -3; LYPLA2 inh: 0

Results for COCCNc1ccc(N2C(=O)C3CCCCC3C2=O)cc1[N+](=O)[O-] (centres undefined) ?
ZTA DNA inh: -8; EBNA-1 inhibitor: 3; pPAFAH FP inh: 7; LYPLA1 inh: 3; PAFAH1B3 inh: 1; PAFAH1B2 inh: 2; PREPL inh: 1; PAFAH2 FP inh: -9; LYPLA2 inh: 6

What do the screens show for `CC(=O)Nc1ccc(OC(=O)CC2SC(=O)NC2=O)cc1` (centres undefined)?
ZTA DNA inh: -2; EBNA-1 inhibitor: 2; pPAFAH FP inh: 0; LYPLA1 inh: 0; PAFAH1B3 inh: -3; PAFAH1B2 inh: 3; PREPL inh: 3; PAFAH2 FP inh: 0; LYPLA2 inh: 9

How did C/C=C(\C)C(=O)N1CC2(CC(c3cccc(NC(=O)COc4ccc(Cl)cc4)c3)=NO2)C[C@@H]1C(N)=O (some centres undefined) do in these assays?
ZTA DNA inh: -8; EBNA-1 inhibitor: 14; pPAFAH FP inh: 0; LYPLA1 inh: -1; PAFAH1B3 inh: 0; PAFAH1B2 inh: 2; PREPL inh: 16; PAFAH2 FP inh: -2; LYPLA2 inh: 2

What do the screens show for `Cc1ccc(C(=O)COC(=O)CCC(=O)NC2CCCCC2)cc1C`?
ZTA DNA inh: 7; EBNA-1 inhibitor: -7; pPAFAH FP inh: 13; LYPLA1 inh: -2; PAFAH1B3 inh: 9; PAFAH1B2 inh: 10; PREPL inh: 9; PAFAH2 FP inh: 13; LYPLA2 inh: -4

What do the screens show for `COC(=O)c1cc(OC(=O)c2ccc(=O)[nH]c2)cc(C(=O)OC)c1`?
ZTA DNA inh: 5; EBNA-1 inhibitor: 12; pPAFAH FP inh: 0; LYPLA1 inh: 3; PAFAH1B3 inh: 4; PAFAH1B2 inh: 8; PREPL inh: 2; PAFAH2 FP inh: -2; LYPLA2 inh: -4

How did Cc1occc1-c1nnc(SCC(=O)N(C)C)o1 do in these assays?
ZTA DNA inh: 11; EBNA-1 inhibitor: 4; pPAFAH FP inh: -1; LYPLA1 inh: 1; PAFAH1B3 inh: 0; PAFAH1B2 inh: 1; PREPL inh: 4; PAFAH2 FP inh: -3; LYPLA2 inh: 4

How did CCOc1ccc(-n2c(=O)c3c4c(sc3n(CC(=O)NCc3ccco3)c2=O)CCC4)cc1 do in these assays?
ZTA DNA inh: 4; EBNA-1 inhibitor: -10; pPAFAH FP inh: -19; LYPLA1 inh: -23; PAFAH1B3 inh: -32; PAFAH1B2 inh: -19; PREPL inh: -35; PAFAH2 FP inh: -47; LYPLA2 inh: -73

Results for O=C(NC1CCN(Cc2ccccc2)CC1)c1cccc(OC(F)F)c1 ?
ZTA DNA inh: 4; EBNA-1 inhibitor: -9; pPAFAH FP inh: -4; LYPLA1 inh: 1; PAFAH1B3 inh: 10; PAFAH1B2 inh: 4; PREPL inh: 11; PAFAH2 FP inh: -9; LYPLA2 inh: 0

How did O=S(=O)(Nc1cccc(-n2cnnn2)c1)c1ccccc1 do in these assays?
ZTA DNA inh: 5; EBNA-1 inhibitor: 2; pPAFAH FP inh: 1; LYPLA1 inh: 0; PAFAH1B3 inh: 6; PAFAH1B2 inh: 3; PREPL inh: 0; PAFAH2 FP inh: 2; LYPLA2 inh: -5

What do the screens show for `O=C(c1ccccc1Br)N1CCn2c1nc1ccccc12`?
ZTA DNA inh: -9; EBNA-1 inhibitor: -17; pPAFAH FP inh: 1; LYPLA1 inh: -2; PAFAH1B3 inh: 3; PAFAH1B2 inh: -4; PREPL inh: -9; PAFAH2 FP inh: 3; LYPLA2 inh: -8

What do the screens show for `COc1ccc2c(c1)[nH]c1c(N3CCSCC3)ncnc12`?
ZTA DNA inh: 5; EBNA-1 inhibitor: -15; pPAFAH FP inh: 9; LYPLA1 inh: 3; PAFAH1B3 inh: 12; PAFAH1B2 inh: 7; PREPL inh: 9; PAFAH2 FP inh: 7; LYPLA2 inh: -6

Results for CC12CCC(C[N+](C)(C)C1)C2(C)C (centres undefined) ?
ZTA DNA inh: -6; EBNA-1 inhibitor: -2; pPAFAH FP inh: 2; LYPLA1 inh: 5; PAFAH1B3 inh: 3; PAFAH1B2 inh: 5; PREPL inh: 0; PAFAH2 FP inh: 2; LYPLA2 inh: -4

Results for Cc1cc(=O)[nH]c(SCC(=O)NCc2ccco2)n1 ?
ZTA DNA inh: -2; EBNA-1 inhibitor: 4; pPAFAH FP inh: 10; LYPLA1 inh: 0; PAFAH1B3 inh: 4; PAFAH1B2 inh: 3; PREPL inh: -3; PAFAH2 FP inh: 2; LYPLA2 inh: 1

How did COc1ccc(C(=O)N2CCCC(N3CCN(c4ccccc4OC)CC3)C2)c(OC)n1 (centres undefined) do in these assays?
ZTA DNA inh: -6; EBNA-1 inhibitor: 1; pPAFAH FP inh: 7; LYPLA1 inh: 3; PAFAH1B3 inh: 2; PAFAH1B2 inh: -3; PREPL inh: 0; PAFAH2 FP inh: 0; LYPLA2 inh: 7

What do the screens show for `COc1c(C)cc(C(=O)C2CCCN(C(=O)/C=C/c3ccccn3)C2)cc1C` (centres undefined)?
ZTA DNA inh: -8; EBNA-1 inhibitor: -9; pPAFAH FP inh: 0; LYPLA1 inh: -4; PAFAH1B3 inh: 0; PAFAH1B2 inh: 5; PREPL inh: 3; PAFAH2 FP inh: -3; LYPLA2 inh: -3

How did COc1ccc(CNc2cc(C)nc3ncnn23)c(OC)c1 do in these assays?
ZTA DNA inh: 5; EBNA-1 inhibitor: 3; pPAFAH FP inh: 5; LYPLA1 inh: 1; PAFAH1B3 inh: 6; PAFAH1B2 inh: 0; PREPL inh: 3; PAFAH2 FP inh: 0; LYPLA2 inh: 6

What do the screens show for `O=c1c2ccccc2ncn1Cc1ccc2c(c1)OCO2`?
ZTA DNA inh: -10; EBNA-1 inhibitor: -1; pPAFAH FP inh: 3; LYPLA1 inh: 1; PAFAH1B3 inh: -2; PAFAH1B2 inh: 6; PREPL inh: 1; PAFAH2 FP inh: -7; LYPLA2 inh: 0

What do the screens show for `COc1ccc(C)cc1NC(=O)C(Sc1nnc(-c2cccs2)o1)c1ccccc1` (centres undefined)?
ZTA DNA inh: 2; EBNA-1 inhibitor: 3; pPAFAH FP inh: 2; LYPLA1 inh: -4; PAFAH1B3 inh: 3; PAFAH1B2 inh: 5; PREPL inh: -3; PAFAH2 FP inh: -1; LYPLA2 inh: -4

Results for Clc1cccc(CN2CCN(Cc3ccco3)CC2)c1 ?
ZTA DNA inh: 0; EBNA-1 inhibitor: -6; pPAFAH FP inh: 3; LYPLA1 inh: 4; PAFAH1B3 inh: 5; PAFAH1B2 inh: 1; PREPL inh: 3; PAFAH2 FP inh: -3; LYPLA2 inh: -5

What do the screens show for `COc1cc(CN2CCCC(C(=O)c3ccc(SC)cc3)C2)cc(Cl)c1O` (centres undefined)?
ZTA DNA inh: -6; EBNA-1 inhibitor: -2; pPAFAH FP inh: 3; LYPLA1 inh: -1; PAFAH1B3 inh: 14; PAFAH1B2 inh: 2; PREPL inh: -4; PAFAH2 FP inh: 2; LYPLA2 inh: 2

What do the screens show for `Clc1ccccc1Cc1noc(CN2CCCCC2c2ccccn2)n1` (centres undefined)?
ZTA DNA inh: -4; EBNA-1 inhibitor: 2; pPAFAH FP inh: 0; LYPLA1 inh: 0; PAFAH1B3 inh: 11; PAFAH1B2 inh: -1; PREPL inh: 3; PAFAH2 FP inh: -3; LYPLA2 inh: 5

Results for O=C(Nc1ccc(N2CCN(C(=O)c3ccco3)CC2)cc1)c1ccccc1Br ?
ZTA DNA inh: -8; EBNA-1 inhibitor: 2; pPAFAH FP inh: 9; LYPLA1 inh: 6; PAFAH1B3 inh: -3; PAFAH1B2 inh: -2; PREPL inh: 7; PAFAH2 FP inh: 8; LYPLA2 inh: 34*

How did CCN(Cc1nc(-c2ccccc2)no1)C(=O)c1ccco1 do in these assays?
ZTA DNA inh: -16; EBNA-1 inhibitor: -6; pPAFAH FP inh: 4; LYPLA1 inh: -1; PAFAH1B3 inh: -3; PAFAH1B2 inh: 5; PREPL inh: -14; PAFAH2 FP inh: 8; LYPLA2 inh: -2

What do the screens show for `CCCc1cc(=O)[nH]c(SCC(=O)N(CC)C2CCS(=O)(=O)C2)n1` (centres undefined)?
ZTA DNA inh: -1; EBNA-1 inhibitor: 3; pPAFAH FP inh: -1; LYPLA1 inh: -2; PAFAH1B3 inh: 2; PAFAH1B2 inh: -2; PREPL inh: 8; PAFAH2 FP inh: 3; LYPLA2 inh: 0

Fetched by structure from above (2):
How did COc1ccc(CNc2cc(C)nc3ncnn23)c(OC)c1 do in these assays?
ZTA DNA inh: 5; EBNA-1 inhibitor: 3; pPAFAH FP inh: 5; LYPLA1 inh: 1; PAFAH1B3 inh: 6; PAFAH1B2 inh: 0; PREPL inh: 3; PAFAH2 FP inh: 0; LYPLA2 inh: 6

What do the screens show for `CCCc1cc(=O)[nH]c(SCC(=O)N(CC)C2CCS(=O)(=O)C2)n1` (centres undefined)?
ZTA DNA inh: -1; EBNA-1 inhibitor: 3; pPAFAH FP inh: -1; LYPLA1 inh: -2; PAFAH1B3 inh: 2; PAFAH1B2 inh: -2; PREPL inh: 8; PAFAH2 FP inh: 3; LYPLA2 inh: 0
